# Screening data (PubChem)
# GASC1 inh: inhibitors of human demethylase GASC-1 KDM4C | inhibition, % at 12.5 µM | AID 720574 | GST-KDM4C 2-372, H3K9me3 peptide, LANCE TR-FRET | Q9H3R0 | 96,000 compounds, 0.15% hits;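 active = mean replicate inhibition above about 25%, with at least 55% of replicates also reaching it, limit read from the data, passing the limit was not always enough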
# Target sequence (Q9H3R0 2-372 limits assumed): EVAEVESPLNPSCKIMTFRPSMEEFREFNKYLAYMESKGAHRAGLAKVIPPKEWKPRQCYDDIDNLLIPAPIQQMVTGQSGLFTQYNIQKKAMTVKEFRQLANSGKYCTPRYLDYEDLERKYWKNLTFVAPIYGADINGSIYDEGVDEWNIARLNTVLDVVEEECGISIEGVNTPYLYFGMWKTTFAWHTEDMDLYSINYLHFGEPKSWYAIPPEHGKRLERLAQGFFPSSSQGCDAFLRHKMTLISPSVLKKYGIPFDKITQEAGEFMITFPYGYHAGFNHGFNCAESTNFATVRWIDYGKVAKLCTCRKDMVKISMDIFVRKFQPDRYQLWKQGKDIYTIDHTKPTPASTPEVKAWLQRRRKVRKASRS
#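 reagent = H3K9me3 peptide substrate, Fe(II), 2-oxoglutarate | system = GST-tagged GASC-1 (JMJD2C) catalytic fragment, aa 2-372 | amount = enzyme final amount 10 nM | read-out = Fall in 671/618 emission ratio as inhibition | medium = HEPES buffer, pH 7.5, plus ascorbate | schedule = 30 min reaction, 60 min detection, RT | measured by = LANCE TR-FRET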
# C diff growth: blocks growth of Clostridium difficile. Clostridium difficile clinical isolate growth, OD600, 24 h; active compounds read low. growth activity, negative = inhibition, % at 16 µg/mL (by protocol). 86,000 compounds, 0.25% hits. AID 1259249;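 active = mean growth activity at or below -80% and every replicate also at or below -80%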;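 also: 0% = DMSO wells and -100% = levofloxacin 16 µg/mL wells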
# Tcruzi prolif: blocks T. cruzi growth in NIH3T3 culture; T. cruzi beta-gal in NIH3T3, GalScreen luminescence, 90 h; inhibition, % at 8.34 µM; 77,000 compounds, 5.9% hits; AID 624255;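 active = mean inhibition above about 93%, with at least 55% of replicates each passing it, limit read from the data, passing the limit was not always enough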
# Pf Dd2 growth: inhibitors of Plasmodium falciparum Dd2 growth. activity change, % at 10 µM. 94,000 compounds, 2.3% hits. AID 1159554. P. falciparum Dd2 growth, SYBR Green, 72 h; active compounds read low; in the data active = activity change below about -80%
# * hit, by the source's call; . = no result given.
SMILES,GASC1 inh,C diff growth,Tcruzi prolif,Pf Dd2 growth
C[C@H](CO)N1C[C@H](C)[C@@H](CN(C)C(=O)CN2CCOCC2)Oc2ncc(-c3ccncc3)cc2C1=O,2.0,-2,.,17
C[C@@H]1CCCCO[C@@H](CN(C)Cc2ccc3c(c2)OCO3)[C@@H](C)CN([C@H](C)CO)C(=O)c2cc(NS(=O)(=O)c3ccc(Cl)cc3)ccc2O1,-0.7,.,90,-8
C[C@@H]1CCCCO[C@H](CN(C)S(=O)(=O)c2ccc(Cl)cc2)[C@@H](C)CN([C@H](C)CO)C(=O)c2cc(NS(=O)(=O)c3ccc(Cl)cc3)ccc2O1,0.5,-3,32,-15
Cc1noc(C)c1NC(=O)Nc1ccc2c(c1)C(=O)N(C)[C@H]1CC[C@H](CC(=O)N(C)C)O[C@@H]1CO2,-1.8,-2,-47,3
Cc1noc(C)c1S(=O)(=O)Nc1ccc2c(c1)C(=O)N([C@@H](C)CO)C[C@@H](C)[C@@H](CN(C)C(=O)NC(C)C)OCCCC[C@H](C)O2,7.9,2,-95,16
COc1ccc(NC(=O)N[C@H]2CC[C@H](CC(=O)NCc3ccccn3)O[C@H]2CO)cc1,0.9,.,7,-11
CC=Cc1ccc2n(c1=O)C[C@@H]1[C@@H](CO)[C@H](C(=O)Nc3nccs3)N(Cc3cc(F)ccc3F)[C@H]21 (mixture of isomers),4.9,-8,-29,.
CC(C)C(=O)Nc1ccc2c(c1)C(=O)N(C)[C@@H]1CC[C@@H](CC(=O)Nc3ccccc3)O[C@@H]1CO2,0.1,-2,.,17
CC(C)NC(=O)Nc1ccc2c(c1)C(=O)N(C)[C@@H]1CC[C@@H](CC(=O)NCC3CCCCC3)O[C@@H]1CO2,0.2,0,6,-3
C[C@H](CO)N1C[C@H](C)[C@@H](CN(C)C(=O)Nc2ccc(F)cc2)Oc2ccc(N(C)C)cc2CC1=O,-0.8,-2,.,3
COc1ccc2c3c(n(C)c2c1)[C@@H](CO)N(C(=O)Nc1ccc(F)cc1)CC31CCN(C)CC1,-0.3,0,.,-6
COCC(=O)Nc1ccc2c(c1)C(=O)N(C)[C@H]1CC[C@@H](CC(=O)NCCc3ccncc3)O[C@@H]1CO2,2.1,0,1,-4
CN1C(=O)c2cc(NC(=O)C3CCC3)ccc2OC[C@@H]2O[C@@H](CC(=O)NCc3ccccc3F)CC[C@H]21,1.8,6,.,-30
COCC(=O)N(C)C[C@H]1Oc2cc(-c3cccc(F)c3)ccc2S(=O)(=O)N([C@@H](C)CO)C[C@@H]1C,-1.9,-5,-13,11
Cc1ccc(S(=O)(=O)Nc2ccc3c(c2)C(=O)N([C@H](C)CO)C[C@@H](C)[C@@H](CN(C)S(=O)(=O)c2ccc(Cl)cc2)OCCCC[C@@H](C)O3)cc1,0.3,-4,119*,-85*
O=C(O)[C@@H]1[C@@H](CO)[C@@H]2Cn3c(ccc(/C=C/c4ccccc4)c3=O)[C@@H]2N1Cc1ccc2c(c1)OCO2,1.7,47,102*,.
COc1ccc(S(=O)(=O)Nc2ccc3c(c2)C(=O)N([C@H](C)CO)C[C@@H](C)[C@@H](CN(C)C(=O)NC2CCCCC2)OCCCC[C@@H](C)O3)cc1,-1.0,4,76,-86*
CCCc1cn(CC[C@H]2CC[C@H](NS(=O)(=O)c3ccc(-c4ccccc4)cc3)[C@@H](CO)O2)nn1,-0.6,2,-32,-89*
O=C(C[C@@H]1CC[C@@H]2[C@H](COC[C@H](O)CN2S(=O)(=O)c2ccccc2)O1)Nc1ccccc1,.,-2,-25,-8
Cc1noc(C)c1NC(=O)N(C)C[C@@H]1Oc2ncc(C#Cc3cccc(F)c3)cc2C(=O)N([C@H](C)CO)C[C@@H]1C,-0.8,-7,2,-13
CC=Cc1ccc2n(c1=O)C[C@@H]1[C@@H](CO)[C@H](C(=O)Nc3nccs3)N(C(=O)CC)[C@H]21 (mixture of isomers),-1.3,-1,-22,.
CCNC(=O)C[C@H]1CC[C@@H]2[C@H](COC[C@@H](O)CN2C(=O)c2cccnc2)O1,2.5,.,11,12
O=C(NCCc1ccccc1)[C@H]1[C@H](CO)[C@H]2Cn3c(cccc3=O)[C@@H]1N2CC1CC1,-2.6,-2,1,-7
O=C(C[C@H]1C=C[C@@H](NC(=O)Nc2ccc(C(F)(F)F)cc2)[C@@H](CO)O1)NCc1cccc(F)c1,-2.5,.,-62,12
CCS(=O)(=O)N1[C@H](CO)[C@H](c2ccccc2)[C@@H]1CN(C)Cc1ccccn1,0.7,-1,.,5
C[C@@H](O)C#Cc1ccc([C@@H]2[C@H]3CN(C(=O)c4ccc5c(c4)OCO5)CCCCN3[C@H]2CO)cc1,-1.2,-11,72,9
COCC#Cc1ccc([C@@H]2[C@@H](CO)N3C(=O)CN(C(=O)Nc4ccccc4F)C[C@@H]23)cc1,1.9,6,.,16
CCCN(C)C[C@H]1Oc2ncc(-c3cccc(C#N)c3)cc2C(=O)N([C@@H](C)CO)C[C@H]1C,-0.2,1,40,-64
CN1c2ccc(-c3ccccc3)cc2[C@@H]2[C@@H](CCN2C(=O)NC2CCCC2)[C@H]1CO,-2.7,45,7,12
Cc1noc(C)c1NC(=O)Nc1ccc2c(c1)C(=O)N([C@@H](C)CO)C[C@@H](C)[C@@H](CN(C)C)O2,-1.4,-1,.,41

# An excerpt from above in order of heavy-atom count, low to high.
SMILES,GASC1 inh,C diff growth,Tcruzi prolif,Pf Dd2 growth
CCS(=O)(=O)N1[C@H](CO)[C@H](c2ccccc2)[C@@H]1CN(C)Cc1ccccn1,0.7,-1,.,5
COc1ccc(NC(=O)N[C@H]2CC[C@H](CC(=O)NCc3ccccn3)O[C@H]2CO)cc1,0.9,.,7,-11
Cc1noc(C)c1NC(=O)Nc1ccc2c(c1)C(=O)N([C@@H](C)CO)C[C@@H](C)[C@@H](CN(C)C)O2,-1.4,-1,.,41
O=C(C[C@H]1C=C[C@@H](NC(=O)Nc2ccc(C(F)(F)F)cc2)[C@@H](CO)O1)NCc1cccc(F)c1,-2.5,.,-62,12
CC=Cc1ccc2n(c1=O)C[C@@H]1[C@@H](CO)[C@H](C(=O)Nc3nccs3)N(Cc3cc(F)ccc3F)[C@H]21 (mixture of isomers),4.9,-8,-29,.
C[C@H](CO)N1C[C@H](C)[C@@H](CN(C)C(=O)CN2CCOCC2)Oc2ncc(-c3ccncc3)cc2C1=O,2.0,-2,.,17
CN1C(=O)c2cc(NC(=O)C3CCC3)ccc2OC[C@@H]2O[C@@H](CC(=O)NCc3ccccc3F)CC[C@H]21,1.8,6,.,-30
Cc1noc(C)c1S(=O)(=O)Nc1ccc2c(c1)C(=O)N([C@@H](C)CO)C[C@@H](C)[C@@H](CN(C)C(=O)NC(C)C)OCCCC[C@H](C)O2,7.9,2,-95,16
C[C@@H]1CCCCO[C@H](CN(C)S(=O)(=O)c2ccc(Cl)cc2)[C@@H](C)CN([C@H](C)CO)C(=O)c2cc(NS(=O)(=O)c3ccc(Cl)cc3)ccc2O1,0.5,-3,32,-15

# Other compounds follow:
SMILES,GASC1 inh,C diff growth,Tcruzi prolif,Pf Dd2 growth
COc1ccccc1S(=O)(=O)N[C@@H]1CC[C@H](CC(=O)N2CCN(C)CC2)O[C@H]1CO,0.3,.,-50,6
CNC[C@@H]1Oc2c(NC(=O)Nc3ccc(OC)cc3)cccc2C(=O)N([C@H](C)CO)C[C@@H]1C,-1.2,2,23,22
Cc1ccc(S(=O)(=O)N(C)C[C@H]2Oc3c(NC(=O)c4cc(C)nn4C)cccc3C(=O)N([C@@H](C)CO)C[C@H]2C)cc1,-0.3,2,8,-12
O=C(C1CCOCC1)N1C[C@@H]2[C@H](c3ccccc31)[C@@H](CO)N2Cc1ccccc1,-1.3,5,-2,-1
OC[C@@H]1[C@H](c2ccc(-c3cccnc3)cc2)[C@@H]2CN(Cc3ccccn3)CCCCN12,0.3,-4,95,-45
COc1cccc(S(=O)(=O)N[C@H]2CC[C@H](CC(=O)NC3Cc4ccccc4C3)O[C@H]2CO)c1,2.8,.,-5,13
COC(=O)C[C@@H]1CC[C@@H]2[C@H](COc3ccc(NC(=O)c4ccc(C(F)(F)F)cc4)cc3C(=O)N2C)O1,2.1,1,2,3
C/C=C/c1ccc([C@H]2[C@@H](CO)N(C(=O)CC3CC3)C23CN(S(C)(=O)=O)C3)cc1,-0.9,1,.,-21
C[C@H](CO)N1C[C@H](C)[C@@H](CN(C)Cc2ccc3c(c2)OCO3)Oc2c(NC(=O)C3CCCCC3)cccc2C1=O,0.2,-9,39,-26
C[C@@H]1CN([C@@H](C)CO)C(=O)c2cc(NC(=O)C3CCCCC3)ccc2O[C@@H](C)CCCCO[C@H]1CN(C)S(=O)(=O)c1ccccc1,-0.8,-2,22,-72
C[C@H]1CN([C@@H](C)CO)C(=O)c2ccccc2-c2ccccc2CO[C@H]1CN(C)Cc1ccc(C(F)(F)F)cc1,-2.1,7,.,-92*
CO[C@H](CN(C)Cc1nccs1)[C@@H](C)CN([C@H](C)CO)S(=O)(=O)c1ccc(F)cc1,4.1,.,67,9
C[C@@H]1CN([C@@H](C)CO)C(=O)Cc2cc(NC(=O)C3CC3)ccc2O[C@H]1CN(C)Cc1ccc2c(c1)OCO2,0.6,-9,45,-46
CN1[C@@H]2CN(C(=O)C3CCCCC3)c3ccccc3[C@@H]2[C@@H]1CO,4.3,-5,43,1
C[C@@H]1CN([C@@H](C)CO)C(=O)c2c(c3ccccc3n2C)-c2ccccc2CO[C@@H]1CN(C)C(=O)Nc1ccc2c(c1)OCO2,-2.7,-8,63,-65
C[C@@H]1CCCCO[C@@H](CN(C)S(=O)(=O)c2ccc(F)cc2)[C@@H](C)CN([C@H](C)CO)C(=O)c2cc(NC(=O)c3ccncc3)ccc2O1,.,-2,-3,-17
O=C(N[C@@H]1CC[C@H](CCNS(=O)(=O)Cc2ccccc2)O[C@H]1CO)c1ccc2c(c1)OCO2,-1.6,.,50,-25
C[C@@H]1CN([C@H](C)CO)C(=O)c2cc(NC(=O)Cc3ccccc3)ccc2O[C@@H](C)CCCCO[C@H]1CN(C)S(=O)(=O)c1cccs1,7.9,-2,31,-56
O=C(C1CC1)N1[C@@H](CO)[C@@H]2c3ccccc3NC[C@@H]21,0.2,7,-20,-15
C[C@H]1CN([C@@H](C)CO)C(=O)c2cc(NC(=O)Nc3ccc(F)cc3)ccc2O[C@H]1CN(C)Cc1ccccc1,-0.8,16,37,15
CC(C)(C)[S@@](=O)N1Cc2cc(C(=O)N3CCc4ccccc4C3)nc(-c3cccc(-c4cncnc4)c3)c2[C@H]1CCO,-0.5,.,22,-22
C[C@@H]1CCCCO[C@@H](CN(C)S(=O)(=O)c2cn(C)cn2)[C@H](C)CN([C@H](C)CO)C(=O)c2cc(NS(=O)(=O)c3cccs3)ccc2O1,-0.8,1,23,21
Cc1ccc(S(=O)(=O)N[C@@H]2CC[C@@H](CC(=O)NCc3ccncn3)O[C@H]2CO)cc1,0.1,.,-13,-8
CC(C)COC(=O)N(C)C[C@@H]1OCc2ccccc2-c2ccccc2C(=O)N([C@H](C)CO)C[C@H]1C,2.5,-2,60,-45
CCCC(=O)Nc1ccc2c(c1)C(=O)N(C)[C@H]1CC[C@@H](CC(=O)NCCc3ccccc3)O[C@@H]1CO2,0.3,0,-17,-1
CO[C@@H]1CN(C)C(=O)c2ccc(NS(=O)(=O)c3ccccc3)cc2OC[C@@H](C)N(Cc2cccnc2)C[C@H]1C,0.3,-3,9,59
N#C[C@@H]1[C@H](c2ccccc2C2=CCCC2)[C@H](CO)N1C(=O)C1CCC1,-0.7,11,.,-34
COc1ccc(CN(C)C[C@@H]2OCCCC[C@@H](C)Oc3ccc(NC(=O)CCCN(C)C)cc3C(=O)N([C@@H](C)CO)C[C@@H]2C)cc1,1.4,2,.,-35
CCCNC(=O)N1CC2(CN(C(=O)CCC)C2)c2c(n(C)c3cc(OC)ccc23)[C@@H]1CO,0.0,-1,.,-22
COCC#Cc1ccc([C@@H]2[C@H](CO)N3C(=O)CN(C(=O)C4CC4)C[C@@H]23)cc1,3.5,2,.,3
CC(C)NC(=O)N1[C@H](C#N)[C@H](c2ccc(C#CC3CCCCC3)cc2)[C@@H]1CO,-3.7,-5,93,-81*
C[C@@H]1CN([C@H](C)CO)C(=O)c2cc(C#CCN(C)C)cnc2O[C@@H]1CN(C)S(=O)(=O)c1ccccc1,1.3,0,42,-50
CN1[C@@H]2c3ccc(-c4cccc(F)c4)c(=O)n3C[C@@H]2[C@@H](CO)[C@@H]1C(=O)NCc1ccccn1,9.7,-5,77,.
COc1ccc2c3c(n(C)c2c1)[C@H](CO)N(Cc1ccccc1)CC31CCN(C(=O)C2CC2)CC1,-2.3,1,.,-83*
CCNC(=O)[C@@H]1[C@@H](CO)[C@@H]2Cn3c(cccc3=O)[C@@H]2N1Cc1ccccc1Cl,4.8,-4,25,0
